# p53null 32C kill: p53 null cell cytotoxicity, permissive temperature; H1299-neo p53 null cells, ATP luminescence, 24 h, 32C; Potency, µM (doses to about 46.1 µM), without a hit: at the highest dose activity change, negative = cytotoxicity, most hits filed as cytotoxic; 55,000 tested, 0.62% active; AID 903;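 further: potency means the concentration at half of the fitted maximal effect; 0% = DMSO only and -100% = full killing by 100 µM tamoxifen; nearly all actives have a fitted effect of over 55% in size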
#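 Luminescent ATP readout gave cell viability of p53-null H1299-neo cells after a 24 h compound exposure at the permissive 32C. Titrations ran up to 46 uM, and AC50s were fitted with the standard Hill equation.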
# TSG101-PTAP inh: inhibitors of HIV-1 PTAP binding to human TSG101, validation; Q99816; Fluorescence polarization, FITC-PTAP peptide/Tsg101, 20 min; Potency, µM (series often up to 115 µM), inactives show top-dose activity change, negative = inhibition, hits mostly inhibitors; 44,000 tested, under 10 active; further: potency means the concentration at half of the fitted maximal effect; 0% is about no effect
# Target sequence (Q99816 whole entry, looked up): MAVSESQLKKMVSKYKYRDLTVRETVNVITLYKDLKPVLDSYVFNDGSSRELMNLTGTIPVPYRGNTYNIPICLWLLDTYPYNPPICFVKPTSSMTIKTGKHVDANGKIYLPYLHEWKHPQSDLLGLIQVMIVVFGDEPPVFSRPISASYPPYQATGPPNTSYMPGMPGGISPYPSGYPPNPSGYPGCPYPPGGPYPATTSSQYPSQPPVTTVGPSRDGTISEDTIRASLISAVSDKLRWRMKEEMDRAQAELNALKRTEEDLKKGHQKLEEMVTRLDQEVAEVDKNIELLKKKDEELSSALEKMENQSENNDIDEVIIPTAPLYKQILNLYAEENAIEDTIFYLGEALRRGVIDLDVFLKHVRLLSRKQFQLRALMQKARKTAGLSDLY
#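 Fluorescence polarization binding of Tsg101 binding domain (10 uM final) to FITC-labeled PTAP-motif peptide (50 nM final) in HEPES pH 7.5/NaCl/Tween 20/EDTA/TCEP buffer; 20 min at r.t. Actives by curve class, <25 µM, efficacy <60% inhibition.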
# FH mod: Identification of activators of human fumarate hydratase by quantitative high-throughput screening; Potency, µM (titrated, usually from 79.9 µM), for the others: at the top dose activity change, negative = inhibition, hits mostly inhibitors; 54,000 tested, 0.22% active; FH coupled MDH/diaphorase resazurin fluorescence, 15 min; AID 1347055, 2019; Fumarate hydratase, mitochondrial (Homo sapiens), P07954; further: potency means the concentration at half of the fitted maximal effect; on the % scale 0 is the no-effect control and ±100 the full control effect; the screen sought activators but most active calls are inhibition curves; nearly all actives have a fitted effect of over 45% in size
# NTMT1 inhibitor: inhibitors of human N-terminal methyltransferase NTMT1. Q9BV86. NTMT1 MTase-Glo SAH luminescence, purified enzyme. Potency, µM (series often up to 114 µM), without a hit: at the top dose activity change, negative = inhibition, hits mostly inhibitors. 59,000 tested, 2.5% active. AID 1645870;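 further: potency means the concentration at half of the fitted maximal effect; plate controls were DMSO vehicle for no effect and no enzyme for full effect; nearly all actives have a fitted effect of over 65% in size; many of its hits are not listed in these tables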
# Target sequence (Q9BV86 whole entry, looked up): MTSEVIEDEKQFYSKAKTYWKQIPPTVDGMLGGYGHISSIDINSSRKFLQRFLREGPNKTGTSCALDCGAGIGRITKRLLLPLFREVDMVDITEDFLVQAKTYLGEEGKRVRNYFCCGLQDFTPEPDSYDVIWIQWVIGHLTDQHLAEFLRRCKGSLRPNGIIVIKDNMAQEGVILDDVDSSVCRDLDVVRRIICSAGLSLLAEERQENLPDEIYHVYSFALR
# p53null 39C tox: selectivity test: cytotoxicity in p53 null cells, nonpermissive temperature. Potency, µM (titrated, usually from 46.1 µM), for the others: at the highest dose activity, negative = cell killing, hits mostly cytotoxic. H1299 p53-null (neo) cells, 39C, ATPlite viability, 24 h. 55,000 tested, 0.97% active;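 further: potency means the concentration at half of the fitted maximal effect; 0% = DMSO only and -100% = full killing by 100 µM tamoxifen; nearly all actives have a fitted effect of over 50% in size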
#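 Concentration-response (up to 46 uM) was run for 24 h at the nonpermissive 39C on H1299-p53A138V or H1299-neo cells. ATP content was measured with ATPlite luminescence. AC50 values were Hill-modeled after normalizing between DMSO and 100 uM tamoxifen killing.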
# B2AR arrestin ag: ADRB2 beta-arrestin recruitment. HTLA Tango cells, beta-arrestin recruitment, luciferase luminescence, 18 h. Potency, µM (doses to about 46.1 µM), for the others: top-dose activation, usual class: activators. 44,000 tested, under 10 active. P07550;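 further: potency means the concentration at half of the fitted maximal effect; 0% = DMSO and full agonism = EC100 isoproterenol or metaproterenol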
# Target sequence (P07550 whole entry, looked up): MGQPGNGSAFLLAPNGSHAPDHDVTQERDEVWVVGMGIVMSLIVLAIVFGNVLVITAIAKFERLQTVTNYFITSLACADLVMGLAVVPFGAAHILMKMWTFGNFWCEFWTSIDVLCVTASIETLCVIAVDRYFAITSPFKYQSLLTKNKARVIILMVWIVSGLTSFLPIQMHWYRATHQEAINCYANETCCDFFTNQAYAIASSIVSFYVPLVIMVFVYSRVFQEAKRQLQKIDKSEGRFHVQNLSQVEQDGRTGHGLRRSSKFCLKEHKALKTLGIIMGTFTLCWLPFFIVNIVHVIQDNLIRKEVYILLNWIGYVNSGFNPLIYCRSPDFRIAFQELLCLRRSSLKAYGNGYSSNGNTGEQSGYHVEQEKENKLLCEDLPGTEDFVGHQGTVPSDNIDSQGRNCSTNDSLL
#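 First, Tango cells carrying beta2-AR and beta-arrestin fusions received compound up to 46 microM. After 18 hr at 37 degrees C, luciferase substrate was added for 15 minutes, then luminescence gave %Activity for curve fitting.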
# GALK inhibitor: inhibits human galactokinase | P51570 | recombinant GALK, Kinase-Glo ATP luminescence, 1 h | Potency, µM (top dose mostly 57.5 µM), inactives show top-dose activity, negative = inhibition, actives largely listed as inhibitors | 44,000 tested, under 10 active;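 further: plate controls were full GALK reaction for no effect and reaction lacking GALK for full effect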
#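 Luminescent ATP-depletion readout (Kinase-Glo Plus) after 1 h room-temperature incubation of human GALK (5 nM) with galactose 100 µM and ATP 35 µM, pH 8.0 HEPES/Mg2+ buffer; compounds tested in qHTS format.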
# * marks the source's active call; other numbers are inactive results; ? = inconclusive; nt = not tested or not shown; [ ] = dose if it differs, or a comment. The call rests on the fitted dose curve; in most records, active means well fitted curve in the direction sought with a large enough effect; inconclusive means small, poorly fitted or top-dose-only effect, or another doubt; inactive means no such curve, though single readings can be large; an effect the other way counts as inactive or inconclusive. Only part of the results is shown; count on the stated rates, not on these rows.
SMILES,p53null 32C kill,TSG101-PTAP inh,FH mod,NTMT1 inhibitor,p53null 39C tox,B2AR arrestin ag,GALK inhibitor
Cc1ccc(C)c(S(=O)(=O)c2cn(C)c3cc(F)c(F)cc3c2=O)c1,?,-1.1%,4.7%,-0.3%,-19.2%,0.2%,7.5%
CS(=O)(=O)n1nc(-c2ccco2)nc1NCc1ccccc1Cl,-10.0%,-8.1%,-1.5%,6.7%,-7.5%,-1.6%,1.7%
CC(C)c1ccc(NC(=O)CSC2=Nc3ccccc3C3=NC(CCC(=O)NCc4cccs4)C(=O)N23)cc1 (configuration not stated),11.6%,-8.9%,-8.1%,-12.2%,1.6%,-2.0%,-2.4%
Cc1ccc(C(=O)Nc2ccc(-c3nc4ccccc4o3)cc2)cc1Cl,-0.3%,-5.6%,-11.1%,?,9.0%,-0.1%,1.3%
Cc1cccc(OCC(=O)N(Cc2sccc2C)C2CCS(=O)(=O)C2)c1 (configuration not stated),-1.8%,-2.4%,-4.4%,11.8%,2.7%,0.7%,-9.5%
COc1cccc(CNCCSc2nnnn2C)c1OCc1ccccc1,3.0%,0.8%,3.6%,-0.6%,-23.7%,0.1%,2.5%
CCSc1ncc(Cl)c(C(=O)N(Cc2ccc(C(C)(C)C)cc2)C2CCS(=O)(=O)C2)n1 (configuration not stated),12.1%,0.9%,-17.9%,-3.3%,17.4%,-0.8%,0.8%
COc1cccc(C(=O)N2CCC(c3nc4ccccc4s3)CC2)c1,-2.2%,-2.6%,-10.0%,27.6%,-22.7%,-3.1%,3.9%
CCc1ccc(CSc2nc(-c3ccccc3F)nc3c2Cc2c(CO)cnc(C)c2O3)cc1,1.7%,-0.4%,?,9.3%,-12.9%,-0.7%,-9.2%
COc1cccc(NC(=O)CN2CCCN(S(=O)(=O)c3ccc(Br)cc3)CC2)c1,nt,-5.3%,-20.0%,2.9%,nt,0.9%,-1.7%
CCCCN(CC)CCNC(=O)CN1C(=O)COc2ccc(S(=O)(=O)N3CCOCC3)cc21,-1.1%,-1.4%,6.1%,8.5%,-10.3%,0.3%,0.7%
O=C(NCc1ccccc1F)c1cc2ccccn2n1,-13.0%,1.3%,-4.7%,-4.6%,1.7%,0.1%,1.7%
COc1ccc(C(CC(=O)NCc2ccccc2Cl)N2Cc3ccccc3C2=O)cc1OC (configuration not stated),-2.8%,-1.6%,5.7%,?,8.8%,0.7%,-1.7%
COc1ccc(Cn2cc(C(=O)c3ccc(Cl)cc3)c(=O)c3cc4c(cc32)OCO4)cc1,-2.9%,5.7%,-11.1%,3.2%,-1.8%,1.2%,-1.8%
COc1ccccc1CNC(=O)Cc1c(C)c2cc3c(C)coc3c(C)c2oc1=O,-14.1%,-0.2%,-1.2%,?,-14.5%,-2.0%,1.6%
COCCNC(=O)CN1C(=O)COc2ccc(S(=O)(=O)N3CCCCCC3)cc21,-1.0%,2.4%,0.6%,8.0%,1.5%,-2.4%,7.8%
COc1ccc(-c2oc3ncn4nc(COc5c(C)cccc5C)nc4c3c2-c2ccc(OC)cc2)cc1,-0.2%,-9.8%,?,0.1%,-17.6%,-0.1%,-17.3%
COc1cccc(NC(=O)CN(Cc2ccccc2)S(=O)(=O)c2ccc3nc(C)sc3c2)c1,-13.3%,-0.4%,-29.7%,3.9%,-8.6%,-0.5%,-1.6%
Cc1ccc(-n2ncc(C(=O)N3CCN(c4cccc(C)c4C)CC3)c2C2CCNCC2)c(C)c1,11.0%,-7.6%,-5.8%,79.4µM*,-10.0%,0.4%,-1.8%
CCOC(=O)CSc1nc2sc3c(c2c(=O)n1-c1ccccc1)CCC(C(C)(C)C)C3 (configuration not stated),3.4%,-0.2%,-7.9%,2.0%,28.2%,0.3%,3.1%

# Molecules listed so far containing fluorine:
SMILES,p53null 32C kill,TSG101-PTAP inh,FH mod,NTMT1 inhibitor,p53null 39C tox,B2AR arrestin ag,GALK inhibitor
Cc1ccc(C)c(S(=O)(=O)c2cn(C)c3cc(F)c(F)cc3c2=O)c1,?,-1.1%,4.7%,-0.3%,-19.2%,0.2%,7.5%
CCc1ccc(CSc2nc(-c3ccccc3F)nc3c2Cc2c(CO)cnc(C)c2O3)cc1,1.7%,-0.4%,?,9.3%,-12.9%,-0.7%,-9.2%
O=C(NCc1ccccc1F)c1cc2ccccn2n1,-13.0%,1.3%,-4.7%,-4.6%,1.7%,0.1%,1.7%

# The list goes on:
SMILES,p53null 32C kill,TSG101-PTAP inh,FH mod,NTMT1 inhibitor,p53null 39C tox,B2AR arrestin ag,GALK inhibitor
CCOC(=O)c1cc2c(=O)n3ccccc3nc2n(CC2CCCO2)c1=NC(=O)c1ccccc1Br (configuration not stated),2.7%,1.2%,-7.4%,-3.4%,-17.2%,-0.8%,4.6%
O=C(c1ccc2c(c1)N(Cc1ccccc1)C(=O)c1ccccc1S2(=O)=O)N1CCN(c2ccccc2)CC1,-3.1%,-2.4%,-8.9%,1.9%,-1.0%,0.4%,1.0%
O=C(NCC(c1ccc(Cl)cc1)N1CCCCC1)c1ccccc1 (configuration not stated),-4.6%,6.3%,-2.0%,4.9%,-9.7%,-1.1%,0.4%
COc1cccc(N2CCN(C(=O)c3cccn3-c3nnc(N4CCCCC4)s3)CC2)c1,-1.4%,-5.7%,-5.9%,10.5%,5.1%,-0.6%,1.8%
O=C(c1noc2c1CCCCC2)N1CCN(c2ccc(Cl)cc2)CC1,3.0%,0.7%,-12.4%,?,-5.8%,-0.1%,1.4%
CC(=O)c1cccc(NC(=O)Nc2sc3nc4n(c(=O)c3c2C)CCC(C)CC4)c1 (configuration not stated),-1.8%,-1.5%,nt,nt,8.5%,0.5%,-4.1%
COc1cc(OC)c(N(C)C(=O)c2nn(C)c3c2CSc2ccccc2-3)cc1Cl,-0.1%,-2.5%,?,-0.9%,-12.8%,-2.3%,-13.4%
Clc1ccc(NCc2nc3ccccc3n2CCOc2ccccc2)cc1,-16.3%,-6.9%,-3.3%,11.7%,?,0.1%,-5.2%
O=C(Cn1c(=O)oc2cc(S(=O)(=O)N3CCCC3)ccc21)Nc1ccc(OC(F)(F)F)cc1,-22.2%,-0.3%,-5.7%,21.1%,8.3%,-1.3%,-7.1%
O=C(NCc1ccc(Cl)cc1)C1CCN(C(=O)c2cnn(-c3ccccc3)c2-n2cccc2)CC1,3.7%,-1.8%,-4.1%,8.8%,-4.5%,-2.7%,6.9%
COc1ccc(N2CCN(C(=O)c3ccc(NC(=O)c4nsc5ccccc45)cc3)CC2)cc1,-25.3%,-2.4%,?,?,-25.6%,0.5%,2.4%
CCCS(=O)(=O)N1CC(=O)N(c2ccc(Cl)cc2)C(C)(C(=O)NC2CCCC2)C1 (configuration not stated),-1.9%,0.9%,-13.0%,5.8%,-1.2%,-1.0%,0.2%
CCOc1ccc(OCC)c(Nc2cc(C)nc3nc(-c4ccco4)nn23)c1,0.8%,0.6%,1.1%,-0.2%,-2.7%,0.6%,-1.6%
COCCCn1c(=N)c(C(=O)NC2CCCC2)cc2c(=O)n3cc(C)ccc3nc21,-0.2%,-1.6%,0.6%,?,4.2%,0.7%,-0.3%
O=C(Nc1ccccc1Cl)[C@H](CSCc1ccccc1)N1Cc2ccccc2C1=O,-9.4%,0.9%,-18.1%,38.5%[activator],-11.5%,0.8%,-3.5%
CC(=O)c1ccc(N2CCN(C(=O)NCc3noc4ccc(C)cc34)CC2)cc1,-2.1%,-2.4%,-0.9%,-4.2%,?,0.0%,0.0%
Cc1ccc(CCNC(=O)c2cc3sccc3n2Cc2ccc(F)cc2)cc1,-3.0%,1.2%,-9.2%,-0.3%,-12.8%,-0.2%,2.5%
CCc1ccc(CNC(=O)CCCN2C(=O)CCn3nc(-c4cccn4C)cc32)cc1,-3.9%,1.2%,-7.5%,6.7%,-1.4%,-0.5%,-4.3%
Cc1cccc(NC(=O)C(=O)NCCc2csc(-c3ccc(C(F)(F)F)cc3)n2)c1C,-7.2%,-1.7%,0.5%,-1.4%,29.4%,-1.3%,0.3%
CCn1cc(C(=O)N2CCN(c3cc(Cl)ccc3C)CC2)c(=O)c2cc(S(=O)(=O)N3CCOCC3)ccc21,18.1%,3.5%,-21.4%,-13.8%,2.3%,0.4%,8.3%
Cc1cccc(N2CCn3c2nc2c3c(=O)n(CCCc3ccccc3)c(=O)n2C)c1,-1.0%,-6.1%,2.5%,8.2%,-23.5%,-0.8%,-0.8%
C=C(C)Cn1c(=O)c2c(nc3n2CCN3c2ccc(CC)cc2)n(C)c1=O,6.8%,-1.4%,-16.3%,-3.0%,12.1%,0.5%,4.3%
CCOc1cccc(C2c3[nH]c4ccccc4c3CCN2C(=O)CCC2CCCC2)c1 (configuration not stated),-22.7%,1.7%,-9.6%,9.3%,-3.1%,-0.1%,0.6%
Cc1ccc2nc3c(cc(C#N)c(=O)n3-c3nnc(SCc4ccccc4Cl)s3)c(=O)n2c1,12.3%,0.1%,3.4%,7.7%,-15.4%,-3.9%,9.2%
CCCCn1cc(S(=O)(=O)c2ccc(CC)cc2)c(=O)c2cc(F)c(N3CCCC(C)C3)cc21 (configuration not stated),8.0%,-4.5%,?,8.9%,5.3%,0.9%,2.3%
CC(C(=O)NCCSCc1cccc(Cl)c1)N(c1ccccc1)S(C)(=O)=O (configuration not stated),4.0%,-1.0%,-2.6%,1.4%,10.1%,0.4%,-1.1%
CCCSc1nc2sc3c(c2c(=O)n1-c1ccc(C)cc1)CCCC3,-4.8%,-3.1%,4.7%,10.9%,-6.2%,-0.1%,0.8%
Cc1cccc(N2CCN(C(=O)CCc3nnc4n(CC(C)C)c(=O)c5ccccc5n34)CC2)c1C,-1.9%,0.9%,?,11.0%,-3.7%,-0.4%,0.1%
COC(=O)c1c(NC(=O)C(C)Oc2ccc(Cl)c(C)c2)sc(C)c1C (configuration not stated),0.1%,-3.6%,?,-9.7%,-0.4%,0.6%,-1.3%
CC(=O)c1ccc(NC(=O)CCCc2nc(-c3cccc(C)c3)no2)cc1,-9.9%,0.4%,-7.1%,-5.3%,-10.0%,-0.9%,3.9%
COc1ccc(C)c2sc(NC(=O)c3ccc(S(=O)(=O)N4CCCCC4)cc3)nc12,-4.0%,-1.4%,8.1%,6.9%,-21.7%,0.0%,-1.6%
COc1ccc(CCN2C(=O)N(c3ccc(F)cc3)C(=O)C2CC(=O)Nc2ccccc2)cc1 (configuration not stated),3.9%,3.0%,-10.4%,9.3%,-3.7%,-1.3%,-9.4%
CCOc1ccc(NC(=O)c2cnn3c(C(F)F)cc(-c4ccc(C)cc4)nc23)cc1,-0.5%,-0.3%,6.9%,-1.8%,12.0%,0.0%,3.4%

# Bioassay records deposited in PubChem BioAssay by National Center for Advancing Translational Sciences (NCATS).
